# Compound activity deposited in PubChem by National Center for Advancing Translational Sciences (NCATS).
# IMPase Li inh – cell-permeable IMPase inhibitors with lithium potentiation. CHO-M1 cells, IP1 TR-FRET (IP-One), carbachol + lithium. Potency, µM (doses to about 59.4 µM), without a hit: at the top dose activity, negative = IMPase inhibition, most hits filed as inhibitors. hit rate 0.35% among 210,000;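 also: IP1 builds up when IMPase is blocked and the TR-FRET signal falls; plate controls were basal vehicle for no effect and high inhibitor control for full effect; nearly all actives have a fitted effect of over 50% in size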
#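 Steps: plate 2000 CHO-M1 cells per well and culture 16–30 h; add compound and lithium; incubate 30 min, 37C; add d2-IP1 tracer and Eu cryptate anti-IP1 antibody in lysis buffer; read after 10 min at room temperature.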
# SMN2 splice enh – SMN2 splice variant enhancement; AID 1458; HEK293 SMN2-luciferase splicing reporter, luminescence, 30-36 h; hit rate 2.8% among 210,000; Potency, µM (top dose mostly 46.1 µM), for inactives: at the top dose activity change, positive = activation, actives largely listed as activators; also: % of control where 0% means no effect; nearly all actives have a fitted effect of over 55% in size
#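 HEK293 cells carry an SMN2 […]–luciferase reporter in which exon 7 inclusion puts luciferase in frame. Cells were plated 10-12 h before compound addition, then incubated 30-36 h at 37C. ONE-Glo luminescence was read; sodium butyrate at 4.5 mM final served as control.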
# GoLoco inh red – RGS12 GoLoco-Gai1 interaction inhibition. Potency, µM (highest dose often 61.6 µM), inactives show at the highest dose activity, negative = inhibition, most hits filed as inhibitors. hit rate 0.44% among 230,000. Gai1:RGS12 GoLoco peptide FP, rhodamine, 10 min. AID 880; active = well fitted inhibition curve with a large enough effect, not every such curve was filed as active; inactive = no such curve, though single readings can be large or run the other way; also: % is scaled to controls: 0 for no effect and ±100 for the full control effect; nearly all actives have a fitted effect of over 30% in size; many of its hits are not listed in these tables
# Target sequence (P63096 whole entry, looked up): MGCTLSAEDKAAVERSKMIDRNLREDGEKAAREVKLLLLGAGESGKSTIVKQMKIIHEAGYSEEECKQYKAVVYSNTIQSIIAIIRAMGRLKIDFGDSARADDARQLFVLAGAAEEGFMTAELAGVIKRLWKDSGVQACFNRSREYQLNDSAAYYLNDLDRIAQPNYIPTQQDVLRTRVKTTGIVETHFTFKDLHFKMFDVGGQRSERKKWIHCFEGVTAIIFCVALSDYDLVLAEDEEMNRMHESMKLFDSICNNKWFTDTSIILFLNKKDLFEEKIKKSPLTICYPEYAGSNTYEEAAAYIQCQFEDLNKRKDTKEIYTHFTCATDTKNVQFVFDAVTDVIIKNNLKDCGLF
# Epigenetic derep – derepresses silenced GFP reporter in murine cells | murine LDR cells, GFP reporter derepression, 30 h | Potency, µM (doses to about 53.9 µM), for the others: at the top dose GFP activation, most hits filed as activators | hit rate 0.2% among 280,000; also: % of control where 0% means no effect; nearly all actives have a fitted effect of over 60% in size
#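 Readout is the number of GFP-expressing murine LDR cells, counted by cytometry following washing. Cells were treated with compound for 30 h at 37 C; the stably integrated CMV-GFP locus is normally silent.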
# JMJD2E inh – inhibitors of human JMJD2E histone demethylase. B2RXH2. JMJD2E catalytic domain, FDH-coupled NADH fluorescence (FDH is formaldehyde dehydrogenase). Potency, µM (doses to about 57.1 µM), for the others: top-dose activity change, negative = inhibition, actives largely listed as inhibitors. hit rate 1.6% among 230,000. AID 2147; active = well fitted inhibition curve with a large enough effect, not every such curve was filed as active; inconclusive = small, poorly fitted or top-dose-only effect, or another doubt; inactive = no such curve, though single readings can be large or run the other way;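 also: 0% = wells with enzyme and -100% = buffer wells without enzyme; nearly all actives have a fitted effect of over 50% in size; many of its hits are not listed in these tables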
# Target sequence (B2RXH2 1-337 limits assumed): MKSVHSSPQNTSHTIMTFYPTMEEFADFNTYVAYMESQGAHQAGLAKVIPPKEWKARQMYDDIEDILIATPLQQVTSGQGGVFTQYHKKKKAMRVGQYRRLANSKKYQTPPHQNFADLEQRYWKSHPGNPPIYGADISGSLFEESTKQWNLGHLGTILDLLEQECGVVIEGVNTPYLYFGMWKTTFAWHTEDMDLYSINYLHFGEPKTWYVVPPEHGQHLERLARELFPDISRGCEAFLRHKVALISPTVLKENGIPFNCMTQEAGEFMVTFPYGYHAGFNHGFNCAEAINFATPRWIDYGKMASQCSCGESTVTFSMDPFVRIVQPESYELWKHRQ
# Luc counter – Kinase-Glo luciferase inhibition (counter-screen). Q27757. Kinase-Glo luciferase, ATP luminescence, 8 min. Potency, µM (highest dose often 38.3 µM), inactives show at the top dose activity change, negative = inhibition, actives largely listed as inhibitors. hit rate 0.28% among 200,000. AID 1379; also: % is scaled to controls: 0 for no effect and ±100 for the full control effect; nearly all actives have a fitted effect of over 60% in size
#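 Kinase-Glo luciferase light output from ATP and luciferin was measured with 10 uM ATP, within the enzyme's linear range. Buffer: 50 mM imidazole pH 7.2, 50 mM KCl, 7 mM MgCl2, 0.01% Tween 20, 0.05% BSA; luminescence read after 8 min at ambient temperature.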
# RECQ1 inh – inhibitors of human RECQ1 DNA helicase; RECQ1 DNA unwinding, red fluorescence kinetic read; hit rate 0.54% among 240,000; Potency, µM (highest dose often 57.3 µM), inactives show at the top dose activity, negative = inhibition, actives largely listed as inhibitors; AID 2549;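 also: plate controls were vehicle for no effect and no enzyme for full effect; nearly all actives have a fitted effect of over 30% in size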
#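 50 nM RECQ1T1 preincubated 15 min with compound in Tris pH 8.0 buffer with MgCl2, DTT, Tween-20 and 2.5 ug/ml poly(dI-dC); started with 200 nM TAMRA/BHQ-2 forked duplex and 2 mM ATP. Unwinding read as fluorescence (525/598 nm), two reads 2 h apart.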
# NPSR antag – antagonists of human neuropeptide S receptor cAMP signaling; Q6W5P4; CHO-NPSR cells, cAMP TR-FRET, antagonist mode; Potency, µM (series often up to 38.3 µM), for the others: at the highest dose activity change, negative = inhibition, most hits filed as inhibitors; hit rate 1% among 220,000; AID 1461; also: % is scaled to controls: 0 for no effect and ±100 for the full control effect; nearly all actives have a fitted effect of over 50% in size; many of its hits are not listed in these tables
# Target sequence (Q6W5P4 whole entry, looked up): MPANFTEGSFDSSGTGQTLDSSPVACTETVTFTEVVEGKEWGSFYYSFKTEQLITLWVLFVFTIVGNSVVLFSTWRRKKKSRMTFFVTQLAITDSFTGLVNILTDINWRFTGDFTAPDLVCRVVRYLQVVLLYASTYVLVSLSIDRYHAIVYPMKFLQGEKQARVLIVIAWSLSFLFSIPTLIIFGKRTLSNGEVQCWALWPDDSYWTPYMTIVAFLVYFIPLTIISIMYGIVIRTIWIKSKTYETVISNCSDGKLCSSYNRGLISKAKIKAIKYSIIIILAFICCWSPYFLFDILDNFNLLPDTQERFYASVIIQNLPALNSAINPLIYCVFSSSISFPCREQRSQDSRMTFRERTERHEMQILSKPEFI
# * = called active by the depositor; i = inactive; ? = inconclusive; nt = no result given; & = joins results of further samples; [ ] = dose if it differs, or a comment. Unless noted, calls follow the shape of the dose curve; as a rule, active = well fitted curve in the direction sought with a large enough effect; inconclusive = small, poorly fitted or top-dose-only effect, or another doubt; inactive = no such curve, though single readings can be large; an effect the other way counts as inactive or inconclusive. Potency is read from the fitted curve at half-maximal effect.
# Screens in order – IMPase Li inh | SMN2 splice enh | GoLoco inh red | Epigenetic derep | JMJD2E inh | Luc counter | RECQ1 inh | NPSR antag
CC(=O)Nc1cccc(/C(C)=N/NC(=O)c2ccccc2Cl)c1
    9%[38.3 µM] | -5% | 11% | 0.8% | 3% | 3% | -14% | -5%[46.1 µM]
CS(=O)(=O)N1Cc2ccccc2CC1C(=O)O (stereo not given)
    -2% | 9% | 4% | -5.1% | 2% | 2% | 1% | 24%
Cn1c(=O)c2c(nc(CN3CCN(c4ccccc4)CC3)n2Cc2c(F)cccc2Cl)n(C)c1=O
    2%[38.3 µM] | -21% | 9% | -2.6% | 5% | 11% | i | ?
CC(=O)Nc1ccc(C(=O)N(C)C(C(=O)Nc2ccc(C)cc2)c2ccccn2)cc1 (stereo not given)
    3% | -4% | 10% | -1.8% | 7% | 5% | -16% | 12%
COc1ccc(/C=C2\CCC/C(=C\C=N\N(C)C)C2=O)cc1
    30% | -19% | 18% | 0.0% | 5% | 0% | -1% | -7%
C[C@@H](C(=O)O)c1cccc(C(=O)c2ccccc2)c1
    -1% | 3%[20.6 µM] | -1%[21.6 µM] | -1.4%[16.9 µM] | -4%[25.5 µM] | 2%[17.1 µM] | -2%[25.9 µM] | nt
C[C@@H](C(=O)NCc1ccccc1)[C@@H]1C[C@@]1(C)[C@@H](NC(=O)OCc1ccccc1)c1ccccc1
    5%&3% | -24% | 9%&1% | 2.3%&-0.1% | -5%&-5% | 3%&-5% | 5%&-15% | -21%
CCCCN(CC)S(=O)(=O)N1CCC(C(=O)NCCCN2CCOCC2)CC1
    -18%[38.3 µM] | -5% | 7% | -1.1% | 15% | -2% | -10% | -5%[46.1 µM]
Cc1cc(OCC(=O)Nc2ccncc2)c(C)cc1Br
    32%[38.3 µM] | 14% | 9% | -1.0% | 2% | -8% | -6% | 2%[46.1 µM]
COc1ccccc1CC(=O)Nc1ccc([N+](=O)[O-])cc1O
    10% | nt | -5% | -0.1% | 17% | nt | i | -2%
CC(N)=NCCCC[C@H](N)C(=O)O
    12% | nt | -1% | 2.5% | -16% | 2% | i | nt
CCCC(=O)NCc1ccccc1Cl
    3% | 0% | -4% | 2.2% | 3% | 1% | i | 18%
CCCCn1c2nc3ccccc3nc2c2c(=N)oc(C)nc21
    nt | nt | nt | -2.2% | ? | nt | i | -4%[46.1 µM]
O=C(Nc1ccc(N2CCN(C(=O)c3ccco3)CC2)cc1)c1cccs1
    2%[38.3 µM] | -3% | 7% | -1.8% | 0% | -5% | -9% | -21%[46.1 µM]
COc1ccc(Cn2nnnc2C(c2ccccc2Cl)N2CCN(C3CCCC3)CC2)cc1 (stereo not given)
    nt | nt | nt | -3.4% | 6% | nt | -10% | ?
COc1ccc(C(C(=O)Nc2ccc(C(C)C)cc2)N(Cc2ccco2)C(=O)CC2NC(=O)NC2=O)cc1 (stereo not given)
    -2% | -25% | -4% | -1.1% | -4% | 1% | -16% | -28%
Cc1c(Cc2ccccc2)c(=O)oc2cc(O)ccc12
    nt | nt | 4% | 0.8% | ? | nt | 0% | ?
COc1ccc(CC(=O)N2CC3(C)CC2CC(C)(C)C3)cc1 (stereo not given)
    16%[38.3 µM] | 10% | 13% | -1.0% | -1% | -5% | -2% | 24%[46.1 µM]
CC(C)c1ccc(N2C(=O)CSC23C(=O)N2CCCc4cccc3c42)cc1 (stereo not given)
    63%[activator][38.3 µM] | -12% | 12% | -1.4% | 6% | -2% | -9% | -23%[46.1 µM]
Cc1ccc(S(=O)(=O)n2nccc2-c2c(-c3ccccc3)noc2C)cc1
    nt | nt | -3% | 1.1% | 1% | nt | i | ?
CC1(C)C2CC=C(/C=N/NC(=O)C3CC3)C1C2 (stereo not given)
    5% | -5% | -15% | 2.4% | 1% | 1% | -3% | 13%
CCCCCCC1CC(/C(C)=N\NC(N)=O)OC1=O (stereo not given)
    -11% | -19% | 9% | 0.0% | -6% | 3% | 2% | -7%
Cc1ccc(S(=O)(=O)Oc2ccccc2N2C(=O)C3CC=CCC3C2=O)cc1 (stereo not given)
    2%[38.3 µM] | -12% | 11% | 2.6% | 1% | -2% | -16% | -14%[46.1 µM]
CN1C(=O)C(CC(=O)NC2CCCCC2)N(C)C1=O (stereo not given)
    ? | 2% | 9% | -1.1% | 9% | -2% | -1% | 4%
C=CCCCCCCCCCCCC(O)CC(O)CO (stereo not given) (tested in a mixture with another compound)
    -10% | -4% | 2% | -1.3% | 6% | -3% | 0% | nt
COC(=O)c1sc2nc(C)c([N+](=O)[O-])c(C)c2c1N
    -6% | -2% | -7% | -3.2% | 8% | 1% | -2% | 2%
CCOC(=O)N1CCC(NC(=O)Cn2cc3c(n2)CCCCC3)CC1
    3%[38.3 µM] | -37%[inhibitor] | -3% | 0.8% | -9% | -2% | -3% | 8%[46.1 µM]
CC(C)(C)C(=O)Nc1nnc(-c2ccncc2)o1
    2% | -6% | 7% | 0.0% | ? | 0% | -4% | 11%
Cc1cc(NC(=O)CN2CC3CC(C2)c2cccc(=O)n2C3)nc2c1c(=O)oc1ccccc12 (stereo not given)
    23%[38.3 µM] | -14% | 11% | 1.3% | 7% | -5% | -29% | -7%[46.1 µM]
CC(=O)N1CCN(c2nc(CC(C)C)c3c(c2C#N)CCC3)CC1
    0%[38.3 µM] | -17% | 8% | -1.0% | ? | 0% | 2% | -8%[46.1 µM]
COCC(=O)NCCc1ccc(S(N)(=O)=O)cc1
    0%[38.3 µM] | 2% | 1% | -1.3% | -1% | 14% | i | -5%[46.1 µM]
O=S(=O)(Cc1cc(NCc2ccccc2)nc(-c2ccncc2)n1)c1ccccc1
    10% | -6% | -16% | -1.5% | 15% | 1% | i | -38%
CC1CCCCN1C(=O)CSc1nnc(Cc2ccccc2)n1C (stereo not given)
    0% | 3% | 1% | 0.0% | 4% | 4% | -5% | -3%[46.1 µM]
COc1ccc(S(=O)(=O)N2CCN(C(=O)c3c(C)nn(-c4ccccc4)c3Cl)CC2)cc1
    30%[activator][38.3 µM] | 9% | 8% | -1.8% | 2% | -3% | -4% | -15%[46.1 µM]
COc1ccc(/C=C(\C#N)C(=O)NCCCn2ccnc2)cc1
    1% | -9% | -7% | 0.0% | -6% | 2% | 0% | 9%
Cc1cc(C)c2c(c1)cc(C)c1nnc(SCC(=O)Nc3cc(C)on3)n12
    -8%[38.3 µM] | 22% | 1% | 3.7% | 9% | 10% | -6% | -20%[46.1 µM]
O=C(/C=C/c1cccc(F)c1)c1ccc(N2CCOCC2)cc1
    nt | nt | 31%[activator] | 1.1% | 7% | nt | 3% | ?
Cc1ccc(S(=O)(=O)NCC(=O)OCC(=O)NCc2ccc(F)cc2)cc1
    7% | 8% | 14% | -0.5% | 2% | 2% | -4% | 4%
CO/N=C1\CCn2c1c(C)c1ccccc12
    nt | nt | 3% | -0.7% | ? | nt | -6% | -19%
COc1cccc(C(=O)NN2CC(O)=C(c3nc(C)cs3)C2=N)c1
    nt | nt | 4% | 7.7% | -8% | nt | -6% | -25%
CC(=O)CC(C)(C)NC(C)=S
    nt | nt | 4% | 0.1% | 8% | nt | -4% | 9%
Cc1ccc(NP(=O)(c2ccc(N(C)C)cc2NC(=O)c2cccs2)N2CCOCC2)cc1 (stereo not given)
    6% | 15% | 7% | 3.9% | -4% | -1% | -6% | -9%
O=c1c2c(nc3cc(-c4cccc(Cl)c4)[nH]n13)CCC2
    -15%[38.3 µM] | 8.9µM* | 1% | -2.0% | ? | -15% | -15% | -11%[46.1 µM]
CCn1c(SCC(=O)Nc2cc(C)on2)nnc1-c1ccco1
    20%[38.3 µM] | -10% | -10% | -1.0% | -11% | -1% | i | -10%[46.1 µM]
O=C1c2cccc3cc(Br)cc(c23)C(=O)N1Nc1ccc(Br)cc1
    4% | -9% | -1% | 7.6% | 11% | 0% | 8% | 2%
CCOC(=O)c1cnc2nc(Cc3ccccc3)[nH]n2c1=O
    -17%[38.3 µM] | -7% | 8% | -4.1% | ? | 0% | -19% | -2%[46.1 µM]
Clc1cccc(Cl)c1COn1nnc2ccccc21
    15%[38.3 µM] | 4% | -4% | 1.0% | 6% | -4% | i | -11%[46.1 µM]
Cc1ccccc1-c1nnc(-c2cccs2)o1
    2% | 20µM* | -4% | 5.1% | ? | -11% | i | -12%
CC(C)(C)n1ncc2c(=O)n(Cc3cccc(Cl)c3)cnc21
    5% | nt | 7% | -1.3% | 3% | nt | i | 8%
CN(C)CCN(C(=O)c1ccc(Br)s1)c1nc2cc3c(cc2s1)OCCO3
    5% | -11% | -14% | -1.3% | ? | 3% | -1% | -5%
CCN1CCCc2cc(CN(CCN3CCOCC3)C(=S)Nc3ccc(OC)cc3)ccc21
    ? | nt | 21% | 16% | -22% | 0% | -6% | -24%
CC(=O)c1ccc(NC(=S)NCc2ccco2)cc1
    -2% | -4% | 4% | 0.1% | -7% | 1% | i | -3%
O=[N+]([O-])c1ccc(Nc2ccccc2F)nc1
    11% | nt | 9% | -6.0% | -11% | -5% | -1% | 14%
O=Cc1ccc(OC(=O)C2CC(=O)N(c3ccc(F)cc3)C2)cc1 (stereo not given)
    -5%[38.3 µM] | -10% | 3% | -3.0% | 3% | -8% | -6% | -11%[46.1 µM]
COc1ccc(C(=O)NNC(=O)C(=O)Nc2ccc(C)c(Cl)c2)cc1
    3% | 3% | -2% | ? | -2% | -2% | -11% | 0%
O=C(C[n+]1cccc(CNC(=O)c2ccc(OC(F)F)cc2)c1)c1ccccc1
    7% | -5% | 6% | 0.0% | -2% | 2% | i | 6%
O=C(Cc1nc2ccccc2[nH]1)c1ccc([N+](=O)[O-])cc1
    nt | nt | -3% | -2.9% | ? | nt | 0% | 29%
[O-]c1n[n+](-c2ccc(Cl)cc2)cc2ccccc12
    4% | 14% | 18% | 2.6% | 1% | -1% | -7% | -19%
CC(C)Cc1nc(C#N)c(N2CCC(C(N)=O)CC2)o1
    -4% | -23% | 16% | 7.0% | ? | 0% | i | 10%
Cc1cc(C)n(S(=O)(=O)c2ccc3ccccc3c2)n1
    4%[38.3 µM] | 19% | -12% | 1.0% | -1% | 6% | i | 1%[46.1 µM]

# The list is partial, so the mix of outcomes need not match the whole.
